Rab2A wt mod: changes GTP binding to wildtype dog Rab2A, up or down; GTP binding activity, % at 10 µM; GST-Rab2 wt beads, Bodipy-GTP binding, flow cytometry; P61105; actives 0.19% (n = 190,000);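 active = GTP binding activity at least 20 points away from 100%, either lowered or raised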;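 note: 0% = beads with excess unlabeled GTP and 100% = no-compound control corrected for plate trend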
Cdc42 wt GTP: changes GTP binding to wildtype human Cdc42; P60953; GST-Cdc42 beads, Bodipy-GTP binding, flow cytometry; actives lie on both sides; percent activity (GTP binding), % at 10 µM; actives 0.2% (n = 190,000); AID 761;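 active = percent activity GTP binding at least 20 points away from the 100% baseline, either down as inhibitor or up as activator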;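 note: median bead fluorescence of bound Bodipy-FL-GTP at 100 nM; 0% = excess unlabeled GTP control and 100% = no compound control; below 100% means less GTP binding so inhibitor and above means activator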
Target sequence (P60953 whole entry, looked up): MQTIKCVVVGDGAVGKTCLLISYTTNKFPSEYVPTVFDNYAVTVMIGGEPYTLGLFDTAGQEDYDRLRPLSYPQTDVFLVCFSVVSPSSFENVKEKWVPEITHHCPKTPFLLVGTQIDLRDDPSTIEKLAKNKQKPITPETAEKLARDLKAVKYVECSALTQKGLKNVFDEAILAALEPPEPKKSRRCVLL
Avidin bead fluor: compound fluoresces at 488/530 nm on avidin beads; actives 0.38% (n = 220,000); AID 1775; fluorescence (KMESF) at 10 µM; compound fluorescence 488/530 nm, flow cytometry; stronger effect = higher value; in the data active = fluorescence above about 47; note: inactives centre near 10
Mcl1-Noxa inh: disrupts binding of human Mcl-1 to Noxa peptide; Q07820; TR-FRET Mcl-1/Noxa peptide binding, 2 h; actives 1.5% (n = 220,000); inhibition, % at 21.7 µM;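 active = compounds that cut the protein-peptide binding signal by more than 50% relative to plate controls in a single-dose test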;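 note: His-tagged Mcl-1 with rhodamine Noxa BH3 peptide and terbium anti-His antibody; 0% = Mcl-1 plus Noxa peptide wells and 100% = peptide-only wells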
Pf gamet viab: inhibitors of late stage P. falciparum gametocyte viability; actives 0.065% (n = 150,000); inhibition, % at 10.9 µM; P. falciparum stage V gametocytes, ATP luminescence, 24 h;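 active = inhibition above the mean plus 3 SD of compounds within the control limits, set per campaign, cut at about 38% in these data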;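 note: 0% = DMSO wells and 100% = medium only without gametocytes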
HRas wt GTP: human HRas wildtype GTP binding, change in either direction; P01112; GST-Ras wt beads, Bodipy-FL-GTP binding, flow cytometry; actives lie on both sides; GTP binding activity, % at 10 µM; actives 0.14% (n = 190,000); AID 759;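 active = GTP binding activity at least 20% away from the 100% baseline, either lowered as inhibitor or raised as activator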;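 note: 0% = unlabeled GTP competition control and 100% = no-compound control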
Target sequence (P01112 whole entry, looked up): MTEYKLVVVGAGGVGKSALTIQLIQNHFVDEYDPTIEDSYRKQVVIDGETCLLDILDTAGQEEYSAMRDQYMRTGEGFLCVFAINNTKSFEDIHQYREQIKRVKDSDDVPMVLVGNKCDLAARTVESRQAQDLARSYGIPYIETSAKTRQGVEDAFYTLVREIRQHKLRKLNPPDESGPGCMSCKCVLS
Rac1 mut GTP: alters GTP binding to activated mutant human Rac1. P63000. GST-Rac1 activated beads, fluorescent GTP binding, flow cytometry; actives lie on both sides; 100% means binding = to untreated wells. percent activity (GTP binding), % at 10 µM. actives 0.11% (n = 190,000). AID 764;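 active = GTP binding at least 20 percentage points away from the 100% baseline, in either direction, so actives lie on both sides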
ABCG2 inh: inhibitors of human ABCG2 transporter, ABCB1 counter-screen; Q9UNQ0; IgMXP3 cells, JC-1 efflux, flow cytometry; inhibition, % at 6.6 µM; actives 0.1% (n = 190,000); AID 1325;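 active = inhibition above 80%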;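 note: 0% = DMSO and 100% = nicardipine control wells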
Target sequence (Q9UNQ0 whole entry, looked up): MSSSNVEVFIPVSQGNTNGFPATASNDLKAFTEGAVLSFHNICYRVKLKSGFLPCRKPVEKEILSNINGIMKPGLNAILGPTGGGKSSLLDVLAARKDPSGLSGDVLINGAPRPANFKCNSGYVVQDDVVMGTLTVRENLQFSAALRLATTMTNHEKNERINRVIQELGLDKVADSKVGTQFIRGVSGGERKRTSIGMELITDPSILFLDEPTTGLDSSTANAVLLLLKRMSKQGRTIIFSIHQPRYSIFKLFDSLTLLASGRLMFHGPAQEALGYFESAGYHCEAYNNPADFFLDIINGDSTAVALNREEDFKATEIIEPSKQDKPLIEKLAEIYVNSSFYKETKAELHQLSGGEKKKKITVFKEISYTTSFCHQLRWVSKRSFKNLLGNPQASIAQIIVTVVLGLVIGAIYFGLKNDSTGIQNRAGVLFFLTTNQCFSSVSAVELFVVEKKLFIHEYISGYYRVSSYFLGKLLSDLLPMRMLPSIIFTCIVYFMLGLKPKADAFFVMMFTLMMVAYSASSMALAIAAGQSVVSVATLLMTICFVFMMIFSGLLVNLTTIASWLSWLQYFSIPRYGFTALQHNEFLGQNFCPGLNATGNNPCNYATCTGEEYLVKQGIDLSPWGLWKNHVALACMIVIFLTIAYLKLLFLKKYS
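material = IgMXP3 (ABCG2) plus far-red-tagged CCRF-Adr (ABCB1) cells | amount = 3 million cells/mL, equal mix of both lines | also added = JC-1 transporter substrate | dosing = one concentration, 6.6 µM final | schedule = 10 min at 25 °C | measured by = flow cytometric JC-1 green MFI at 530 nm | read-out basis = percent efflux inhibition, scaled nicardipine 100% to DMSO 0%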
Rab7 wt GTP bind: dog Rab7 wildtype GTP binding, inhibitors and activators; GST-Rab7 beads, fluorescent GTP binding, flow cytometry; actives lie on both sides; untreated = 100%, excess cold GTP = 0%; GTP binding activity (percent of control), % at 10 µM; actives 0.055% (n = 190,000);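 active = fluorescent GTP binding to Rab7 beads changed by at least 20 points from the 100% baseline, either direction, mostly lower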;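 note: median green fluorescence of bound Bodipy-FL-GTP per Rab7 bead population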
Rac1 wt GTP bind: alters GTP binding to wildtype human Rac1 | P63000 | GST-Rac1 beads, fluorescent GTP binding, flow cytometry; actives lie on both sides; 0 = cold GTP competed, 100 = untreated | GTP binding activity (% of control), % at 10 µM | actives 0.27% (n = 190,000) | AID 757;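 active = GTP binding activity at least 20 points away from the 100% control level, either lower or higher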
ABCB1 block: inhibitors of human ABCB1 transporter, ABCG2 counter-screen. P08183. CCRF-Adr cells, JC-1 efflux, flow cytometry. inhibition, % at 6.6 µM. actives 0.067% (n = 190,000). AID 1326; in the data active = inhibition above about 40%;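 note: 0% = vehicle and 100% = reference inhibitor; higher value means more JC-1 retained so stronger ABCB1 efflux block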
An asterisk follows results filed as active. Compounds were not picked by outcome, and some 2.3% of all compounds hit somewhere here.

`CC1CCN(c2ccccc2N)CC1` gave Rab2A wt mod 96, Cdc42 wt GTP 96, Avidin bead fluor 5, Mcl1-Noxa inh 1, Pf gamet viab 13, HRas wt GTP 95, Rac1 mut GTP 95, ABCG2 inh 1, Rab7 wt GTP bind 99, Rac1 wt GTP bind 95 and ABCB1 block 0.4.
Screening O=C(COC(=O)c1ccccc1SCC(=O)NC1CCCCC1)NC1CCCCC1 returned Rab2A wt mod 100, Cdc42 wt GTP 105, Avidin bead fluor 7, Mcl1-Noxa inh -35, HRas wt GTP 104, Rac1 mut GTP 102, ABCG2 inh 2, Rab7 wt GTP bind 103, Rac1 wt GTP bind 106 and ABCB1 block 0.6.
Screening CC1(C)Cc2c(sc(NC(=O)c3ccco3)c2C#N)CO1 returned Rab2A wt mod 100, Cdc42 wt GTP 100, Mcl1-Noxa inh 16, HRas wt GTP 99, Rac1 mut GTP 98, ABCG2 inh 4, Rab7 wt GTP bind 98, Rac1 wt GTP bind 99 and ABCB1 block 0.5.
For Cc1cccc(-n2cnc(C(=O)N/N=C\c3ccc(Br)cc3)c2)n1 the results were Rab2A wt mod 106, Cdc42 wt GTP 107, Avidin bead fluor 7, Mcl1-Noxa inh -16, Pf gamet viab 2, HRas wt GTP 105, Rac1 mut GTP 100, ABCG2 inh 0, Rab7 wt GTP bind 104, Rac1 wt GTP bind 108 and ABCB1 block -0.2.
For Cc1ccc(C(C)C)c(OCC(O)CN2CC(C)OC(C)C2)c1 (stereo unspecified) the results were Rab2A wt mod 97, Cdc42 wt GTP 97, Avidin bead fluor 14, Mcl1-Noxa inh 24, HRas wt GTP 98, Rac1 mut GTP 97, ABCG2 inh 2, Rab7 wt GTP bind 98, Rac1 wt GTP bind 95 and ABCB1 block 0.8.
Screening CCOC(=O)c1ccc(NC(=O)N2CCN(c3cccc(OC)c3)CC2)cc1 returned Rab2A wt mod 95, Cdc42 wt GTP 93, Avidin bead fluor 9, Mcl1-Noxa inh 5, Pf gamet viab 2, HRas wt GTP 96, Rac1 mut GTP 92, ABCG2 inh -1, Rab7 wt GTP bind 99, Rac1 wt GTP bind 97 and ABCB1 block -0.3.
Screening Cc1nc(NC(=O)CSc2nnnn2C)sc1C returned Rab2A wt mod 100, Cdc42 wt GTP 100, Avidin bead fluor 5, Mcl1-Noxa inh -3, Pf gamet viab 10, HRas wt GTP 102, Rac1 mut GTP 97, ABCG2 inh 0, Rab7 wt GTP bind 96, Rac1 wt GTP bind 105 and ABCB1 block -0.2.
`COc1ccc(CCCc2nnc(SCC(=O)Nc3ccc(C)c(C)c3)o2)cc1` gave Rab2A wt mod 99, Cdc42 wt GTP 101, Avidin bead fluor 9, Mcl1-Noxa inh -3, HRas wt GTP 98, Rac1 mut GTP 96, ABCG2 inh -1, Rab7 wt GTP bind 99, Rac1 wt GTP bind 99 and ABCB1 block -0.4.
For Cc1ccc(-c2csc3ncnc(Sc4nnc(CN5CCCCCC5=O)o4)c23)cc1 the results were Rab2A wt mod 94, Cdc42 wt GTP 93, Avidin bead fluor 27, Mcl1-Noxa inh 22, Pf gamet viab -20, HRas wt GTP 98, Rac1 mut GTP 89, ABCG2 inh 5, Rab7 wt GTP bind 97, Rac1 wt GTP bind 94 and ABCB1 block 2.7.
For CCc1nc2c(cnn2-c2ccc(Cl)cc2)c(=O)n1-c1ccc2c(c1)OCCO2 the results were Rab2A wt mod 98, Cdc42 wt GTP 100, Avidin bead fluor 10, Mcl1-Noxa inh -10, HRas wt GTP 102, Rac1 mut GTP 99, ABCG2 inh 2, Rab7 wt GTP bind 101, Rac1 wt GTP bind 107 and ABCB1 block 0.8.
Screening COc1ccc(CN2C(=O)c3cccnc3C2Nc2ccc(C)cc2)cc1 (stereo unspecified) returned Rab2A wt mod 103, Cdc42 wt GTP 105, Avidin bead fluor 40, Mcl1-Noxa inh 20, HRas wt GTP 106, Rac1 mut GTP 102, ABCG2 inh 1, Rab7 wt GTP bind 106, Rac1 wt GTP bind 105 and ABCB1 block 0.4.
`CC(C)C(=O)Nc1ccc(Br)cc1Cl` gave Rab2A wt mod 99, Cdc42 wt GTP 98, Avidin bead fluor 10, Mcl1-Noxa inh -6, Pf gamet viab -1, HRas wt GTP 97, Rac1 mut GTP 95, ABCG2 inh 6, Rab7 wt GTP bind 105, Rac1 wt GTP bind 97 and ABCB1 block 0.7.
`Cc1ccc(C(=O)NNC(=O)c2ccc(SCC3CCCO3)c([N+](=O)[O-])c2)cc1` (stereo unspecified) gave Rab2A wt mod 101, Cdc42 wt GTP 104, Avidin bead fluor 27, Mcl1-Noxa inh 23, HRas wt GTP 104, Rac1 mut GTP 101, ABCG2 inh 66, Rab7 wt GTP bind 102, Rac1 wt GTP bind 108 and ABCB1 block 2.4.
Screening CS(=O)(=O)N(CC(=O)Nc1ccccc1Cl)c1ccc(Cl)cc1 returned Rab2A wt mod 99, Cdc42 wt GTP 94, Avidin bead fluor 10, Mcl1-Noxa inh 7, Pf gamet viab 20, HRas wt GTP 98, Rac1 mut GTP 97, ABCG2 inh 1, Rab7 wt GTP bind 102, Rac1 wt GTP bind 97 and ABCB1 block 0.5.
`CCn1c(COc2ccc(=O)n(-c3ccccc3)n2)nnc1SCC(=O)OC` gave Rab2A wt mod 100, Cdc42 wt GTP 99, Avidin bead fluor 16, Mcl1-Noxa inh -7, Pf gamet viab 23, HRas wt GTP 99, Rac1 mut GTP 98, ABCG2 inh 1, Rab7 wt GTP bind 101, Rac1 wt GTP bind 101 and ABCB1 block 0.2.

Pulled by structure from above, two records:
For CCc1nc2c(cnn2-c2ccc(Cl)cc2)c(=O)n1-c1ccc2c(c1)OCCO2 the results were Rab2A wt mod 98, Cdc42 wt GTP 100, Avidin bead fluor 10, Mcl1-Noxa inh -10, HRas wt GTP 102, Rac1 mut GTP 99, ABCG2 inh 2, Rab7 wt GTP bind 101, Rac1 wt GTP bind 107 and ABCB1 block 0.8.
`CC(C)C(=O)Nc1ccc(Br)cc1Cl` gave Rab2A wt mod 99, Cdc42 wt GTP 98, Avidin bead fluor 10, Mcl1-Noxa inh -6, Pf gamet viab -1, HRas wt GTP 97, Rac1 mut GTP 95, ABCG2 inh 6, Rab7 wt GTP bind 105, Rac1 wt GTP bind 97 and ABCB1 block 0.7.

(more compounds)
`CN(C)S(=O)(=O)c1ccc(S(=O)(=O)N2CCCC2)cc1` gave Rab2A wt mod 106, Cdc42 wt GTP 107, Avidin bead fluor 18, Mcl1-Noxa inh 10, HRas wt GTP 106, Rac1 mut GTP 99, ABCG2 inh 2, Rab7 wt GTP bind 106, Rac1 wt GTP bind 106 and ABCB1 block 0.4.
For Cc1c(C(=O)O)cnc2cc(-c3ccc(Cl)cc3)nn12 the results were Rab2A wt mod 95, Cdc42 wt GTP 97, Avidin bead fluor 7, Mcl1-Noxa inh 12, HRas wt GTP 95, Rac1 mut GTP 97, ABCG2 inh 5, Rab7 wt GTP bind 93, Rac1 wt GTP bind 95 and ABCB1 block 0.3.
`CC(C(=O)Nc1nccs1)c1ccc([N+](=O)[O-])cc1` (stereo unspecified) gave Rab2A wt mod 91, Cdc42 wt GTP 91, Avidin bead fluor 9, Mcl1-Noxa inh -13, Pf gamet viab -18, HRas wt GTP 91, Rac1 mut GTP 91, ABCG2 inh 5, Rab7 wt GTP bind 91, Rac1 wt GTP bind 90 and ABCB1 block 0.6.
For O=C(CCc1ccc(S(=O)(=O)N2CCOCC2)cc1)Nc1ccc2ccccc2c1 the results were Rab2A wt mod 100, Cdc42 wt GTP 104, Avidin bead fluor 6, Mcl1-Noxa inh 9, Pf gamet viab -8, HRas wt GTP 102, Rac1 mut GTP 101, ABCG2 inh 0, Rab7 wt GTP bind 104, Rac1 wt GTP bind 109 and ABCB1 block 0.0.
`C=CCSC1=C(C#N)C(c2ccccc2)CC(=O)N1` (stereo unspecified) gave Rab2A wt mod 101, Cdc42 wt GTP 94, Avidin bead fluor 36, Mcl1-Noxa inh -3, Pf gamet viab -23, HRas wt GTP 97, Rac1 mut GTP 99, ABCG2 inh 6, Rab7 wt GTP bind 99, Rac1 wt GTP bind 97 and ABCB1 block 1.0.
Cc1c(/C(O)=C2\C(=O)C(=O)N(CCCN(C)C)C2c2ccccc2)cnn1-c1ccccc1 (stereo unspecified) was read as Rab2A wt mod 95, Cdc42 wt GTP 97, Avidin bead fluor 7, Mcl1-Noxa inh 3, Pf gamet viab 1, HRas wt GTP 98, Rac1 mut GTP 94, ABCG2 inh 3, Rab7 wt GTP bind 96, Rac1 wt GTP bind 92 and ABCB1 block 2.3.
Cc1ccc(Nc2nc(/N=C/N(C)C)n[nH]2)cc1C was read as Rab2A wt mod 98, Cdc42 wt GTP 95, Avidin bead fluor 12, Mcl1-Noxa inh -4, Pf gamet viab -2, HRas wt GTP 98, Rac1 mut GTP 96, ABCG2 inh 3, Rab7 wt GTP bind 104, Rac1 wt GTP bind 97 and ABCB1 block 0.8.
Screening CCc1ccc(C2C(C#N)=C(N)C(C#N)(C#N)C3=CCC(C(C)(C)C)CC32)cc1 (stereo unspecified) returned Rab2A wt mod 100, Cdc42 wt GTP 96, Avidin bead fluor 3, Mcl1-Noxa inh 0, HRas wt GTP 100, Rac1 mut GTP 97, ABCG2 inh -1, Rab7 wt GTP bind 101, Rac1 wt GTP bind 104 and ABCB1 block -0.9.
Screening O=S(=O)(Nc1nc2ccccc2nc1Cl)c1ccc2ccccc2c1 returned Rab2A wt mod 90, Cdc42 wt GTP 94, Avidin bead fluor 11, Mcl1-Noxa inh -40, Pf gamet viab -43, HRas wt GTP 95, Rac1 mut GTP 91, ABCG2 inh -1, Rab7 wt GTP bind 93, Rac1 wt GTP bind 89 and ABCB1 block -0.1.
`CN(C)Cc1nc2ccccc2c(=O)n1Cc1nc(-c2cccc([N+](=O)[O-])c2)cs1` gave Rab2A wt mod 100, Cdc42 wt GTP 95, Avidin bead fluor 12, Mcl1-Noxa inh 19, Pf gamet viab -4, HRas wt GTP 98, Rac1 mut GTP 96, ABCG2 inh 6, Rab7 wt GTP bind 97, Rac1 wt GTP bind 101 and ABCB1 block 2.0.

Screening data deposited in PubChem by several laboratories.
